NCF1 inh – blocks human p47phox regulatory protein of NADPH oxidases. p47phox/p22phox peptide binding, fluorescence polarization, 2 h. inhibition, % at 24.7 µM. hit rate 0.53% among 220,000;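 active = inhibition above about 30%, limit read from the data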;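 also: 0% = p47phox with labelled peptide and 100% = labelled peptide alone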
Target sequence (P14598 whole entry, looked up): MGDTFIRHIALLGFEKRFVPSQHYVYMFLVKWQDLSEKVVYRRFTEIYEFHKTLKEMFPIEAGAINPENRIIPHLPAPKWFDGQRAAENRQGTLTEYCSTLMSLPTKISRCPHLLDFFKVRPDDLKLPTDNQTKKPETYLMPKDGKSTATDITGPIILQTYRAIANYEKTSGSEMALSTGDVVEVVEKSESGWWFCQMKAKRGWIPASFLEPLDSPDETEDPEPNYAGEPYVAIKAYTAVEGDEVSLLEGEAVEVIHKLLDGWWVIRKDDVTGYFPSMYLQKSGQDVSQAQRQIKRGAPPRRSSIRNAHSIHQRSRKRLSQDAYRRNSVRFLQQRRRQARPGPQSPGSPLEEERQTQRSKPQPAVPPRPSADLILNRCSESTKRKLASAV
NPY2 pot ag – human NPY-Y2 potentiation or agonism, primary screen; P49146; cells expressing NPY-Y2, potentiator/agonist read-out; activation, % at 3.6 µM; hit rate 0.45% among 220,000; AID 1359; in the data active = activation above about 27%;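 also: cells stimulated with NPY near EC25 plus isoproterenol at EC100; 0% = vehicle plus submaximal agonist and 100% = vehicle plus saturating agonist; some results beyond the cut were filed as inactive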
BaF3 parental – parental Ba/F3 viability inhibition as JAK2V617F counter-screen | CellTiter-Glo ATP luminescence | inhibition, % at 5.6 µM | hit rate 1.1% among 220,000 | AID 1486;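 active = inhibition above a per-campaign cutoff, the mean inhibition of all tested compounds plus 3 SD, cut at about 27% in these data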;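 also: 0% = DMSO wells and 100% = JAK Inhibitor I control wells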
NPY-Y1 PAM-ag – human NPY-Y1 potentiation or agonism, primary screen | AID 1304 | P25929 | activation, % at 3.6 µM | NPY-Y1 expressing cells, potentiator/agonist activation | hit rate 0.37% among 220,000; in the data active = activation above about 33%, passing the limit was not always enough;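 also: cells stimulated with NPY at EC10 then isoproterenol at EC100; 0% = low agonist plus stimulus and 100% = saturating agonist plus stimulus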
NPY Y1 blocker – antagonists of human neuropeptide Y receptor Y1. P25929. HEK293-CNG Y1 cells, membrane potential fluorescence; NPY at EC95, then isoproterenol. inhibition, % at 3.6 µM. hit rate 1% among 200,000;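 active = inhibition above the campaign mean inhibition of all tested compounds plus 3 SD, cut at about 20% in these data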;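 also: 0% = DMSO wells given NPY plus isoproterenol and 100% = isoproterenol alone without NPY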
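Material: HEK293 Y1/CNG channel cell line; also added: NPY (25 nM), isoproterenol (1 µM), Ro 20-1724 (25 µM); doses: one concentration, 3.6 µM, in 0.4% DMSO; schedule: compound incubation 1 h at room temperature, readout 45 min post-stimulation; technique: membrane potential fluorescence; measure: fluorescence ratio normalized to % inhibition between controls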
CHOP inh – blocks CHOP induction under ER stress | CHO-K1 CHOP-promoter luciferase, tunicamycin-induced, 15-18 h | inhibition, % at 10 µM | hit rate 3.8% among 220,000;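 active = compounds that reduced the stress-induced luciferase reporter signal by more than about 70% of percent inhibition, limit read from the data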;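 also: 0% = tunicamycin plus vehicle and 100% = wells without tunicamycin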
S1P4 agonist – human S1P4 receptor agonism; O95977; S1P4-expressing cell line, agonist reporter assay; activation, % at 4.98 µM; hit rate 0.35% among 220,000; AID 1509; in the data active = activation above about 11%;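 also: 0% = DMSO vehicle and 100% = reference agonist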
Target sequence (O95977 whole entry, looked up): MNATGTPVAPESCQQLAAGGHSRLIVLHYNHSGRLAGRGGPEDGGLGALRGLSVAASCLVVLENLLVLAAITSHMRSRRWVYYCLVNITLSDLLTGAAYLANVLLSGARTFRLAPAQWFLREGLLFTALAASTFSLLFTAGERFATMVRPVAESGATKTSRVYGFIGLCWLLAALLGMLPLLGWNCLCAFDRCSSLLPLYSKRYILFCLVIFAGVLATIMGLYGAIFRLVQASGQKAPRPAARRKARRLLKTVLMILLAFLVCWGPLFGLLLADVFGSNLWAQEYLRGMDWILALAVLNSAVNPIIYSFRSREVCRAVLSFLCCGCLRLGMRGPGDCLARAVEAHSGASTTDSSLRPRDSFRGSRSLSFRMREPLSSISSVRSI
S1P4 antag – blocks the human S1P4 receptor | inhibition, % at 4.98 µM | hit rate 0.26% among 220,000 | S1P4-expressing cells, antagonist mode, reporter read-out; in the data active = inhibition above about 29%;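 also: 0% = wells stimulated with agonist and 100% = vehicle wells without agonist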
Ba/F3 V617F tox – reduce viability of Ba/F3 cells dependent on JAK2V617F; inhibition, % at 5.6 µM; hit rate 1.1% among 220,000; Ba/F3 EpoR-JAK2V617F viability, ATP luminescence;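 active = inhibition above the campaign mean plus 3 SD over all tested compounds, cut at about 24% in these data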;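 also: cytokine-independent growth of Ba/F3 cells driven by EpoR plus mutant JAK2; 0% = DMSO-treated cells and 100% = JAK inhibitor I control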
Numbers without * were called inactive; / = not tested or not shown.

SMILES	NCF1 inh	NPY2 pot ag	BaF3 parental	NPY-Y1 PAM-ag	NPY Y1 blocker	CHOP inh	S1P4 agonist	S1P4 antag	Ba/F3 V617F tox
N#Cc1c(-c2ccc(F)cc2)ccnc1N1CCOCC1	-3	-5	2	-11	-3	-13	-0.1	19	4
COc1ccc(S(=O)(=O)NC(N)=NCCc2ccc(OC)c(OC)c2)cc1	/	-12	2	5	3	20	1.6	-10	1
O=C(CSc1ncnc2sc3c(c12)CCCC3)c1ccccc1	2	-6	2	-22	-3	-2	3.1	-10	-1
O=S(=O)(/N=C(/Nc1ccccc1)C(F)(F)F)c1ccccc1	-5	5	6	3	-4	9	1.1	-8	1
Cc1nc2ccccc2n1CC(=O)NN	6	2	3	2	7	-12	-1.1	2	5
Cc1[nH]n(-c2ccccc2)c(=O)c1C=Nc1ccc2[nH]c(=O)[nH]c2c1	-11	4	2	2	7	14	-1.6	-9	-2
O=C(CSc1nnc(CNC(=O)c2ccccc2F)o1)c1ccc(Cl)cc1	-3	-7	1	-25	3	-8	-2.8	-9	-3
Cc1c(C#N)c2ncn(CCCN(C)C)c(=O)c2n1-c1ccccc1	0	-2	0	-3	3	18	-0.1	-19	0
NS(=O)(=O)c1ccc(CCNC(=O)/C=C/c2ccccc2[N+](=O)[O-])cc1	-8	-10	6	3	8	17	1.5	-19	1
CC(=O)N(C)c1ccc(NC(=O)Nc2ccc(C)c(C)c2)cc1	4	0	0	11	-4	29	-1.4	-4	-1
Cc1ccc(-c2noc(CCC(=O)NCC3CCN(Cc4cccc(C)c4)CC3)n2)cc1	-17	-21	5	-38	18	35	0.7	-10	1
Cn1ncc(Br)c1C(=O)N1CCN(C(=O)c2ccco2)CC1	0	-1	8	9	3	-4	-2.6	-4	1
O=C(NCCSc1ccccc1)c1cccnc1	-7	6	0	8	2	-27	-0.2	5	-1
CCOC(=O)N1CCC(NC(=O)c2cc3c(-c4ccc(OC)c(OC)c4)nn(C)c3s2)CC1	2	-2	6	-5	3	10	-0.6	-17	0
Cc1ccccc1CSc1nnc([C@@H]2CCCN2)o1	-6	-3	-1	13	/	-17	0.5	1	0
COc1ccccc1/C=C/C=N/n1c(-c2ccc(Cl)cc2)n[nH]c1=S	7	-9	2	-14	/	-2	-0.8	13	-6
O=C(N/N=C/c1ccc(Cl)c([N+](=O)[O-])c1)c1cc(-c2ccccc2)nc2ccccc12	-18	-6	3	10	0	-11	0.1	-4	-2
CN(CCO)c1cc(Sc2nc3ccccc3s2)c2nonc2c1[N+](=O)[O-]	2	-5	3	-26	0	67	-0.5	-6	3
COc1ccccc1CN1CCCCC1C(=O)O (stereo not given)	-29	3	2	0	4	3	1.0	-10	-1
CC(=O)c1c(C)[nH]c(C(=O)Nc2nccs2)c1C	-5	5	15	2	-8	-45	-2.0	-11	7
Cc1ccc(SCC(=O)Nc2ccc(N3CCOCC3)cc2)c(C)c1	-4	7	5	11	-1	1	0.4	-4	1
CC12CC3(C)CC(C)(C1)CC(C(=O)NC(=S)N1CCCC1)(C2)C3	29	4	0	-1	8	-3	1.6	9	-2
O=c1c2ccccc2[nH]c2ccc(F)cc12	10	-16	8	-5	6	22	9.8	-24	-1
C=CCN(Cc1cc(OC)ccc1OC)S(=O)(=O)N(C)C	-9	-23	-3	-3	-2	44	2.4	-8	-7
Cc1cccc(OCCN2C(=O)C(=O)c3cc(C)ccc32)c1	-2	-24	84*	-27	8	-32	0.8	6	86*
SMILES	NCF1 inh	NPY2 pot ag	BaF3 parental	NPY-Y1 PAM-ag	NPY Y1 blocker	CHOP inh	S1P4 agonist	S1P4 antag	Ba/F3 V617F tox
CCCSc1nnc(Cn2c(=O)sc3ccccc32)n1C	-5	8	6	1	5	27	-0.4	0	-1
CCCC(=O)Nc1cccc(S(=O)(=O)N(C)c2ccccc2)c1	-12	-10	3	-5	2	10	2.1	-7	-3
CCc1cc2ccccc2nc1SCC(=O)N1CCN(C(=O)c2ccco2)CC1	-3	-7	3	-9	5	34	1.9	-22	4
CC(C)Oc1ccc(N2CC(C(=O)Nc3ccccc3F)CC2=O)cc1 (stereo not given)	-13	-12	3	-7	2	0	1.4	1	1
Cc1cc(C)n2nc(CC#N)c(C#N)c2n1	-8	17	6	2	3	64	0.5	-15	-2
S=C(NCc1ccc(Cl)c(Cl)c1)Nc1ccc2c(c1)OCO2	-11	12	3	-9	3	44	0.4	-4	-1
COc1ccc(C(OC(=O)c2c(C)noc2C)C(=O)NC2CCCC2)cc1 (stereo not given)	12	11	4	1	1	-35	10	11	2
O=C(c1cccnc1)N1CCN(c2c(Cl)cccc2[N+](=O)[O-])CC1	-13	-20	0	-11	11	1	0.7	-1	-2
O=C(CCC1CCCN(C(=O)CCC(F)(F)F)C1)NCc1ccc(F)c(F)c1 (stereo not given)	1	-3	4	-12	5	5	-0.5	7	4
COc1ccc(OC)c(Nc2nc(-c3sc(NC(=O)CC(C)C)nc3C)cs2)c1	-27	14	7	13	-6	41	-0.8	-38	7
O=C(Nc1cccc(F)c1)c1cc(S(=O)(=O)N2CCOCC2)cs1	5	5	-1	-4	-2	-4	0.4	-14	-5
Cc1ccc(S(=O)(=O)N(CC(=O)N2CCOCC2)CC(=O)N2CCOCC2)cc1	-12	5	0	-31	0	-79	-1.1	-7	-3
CCCC(=O)Nc1nnc(-c2ccccc2)o1	-3	-7	-2	8	3	1	-0.8	23	-3
Cc1cc(OCC(=O)N(Cc2ccco2)C2CCS(=O)(=O)C2)ccc1Cl (stereo not given)	2	1	2	6	/	15	1.5	-14	0
O=C(O)c1ccc(S(=O)(=O)Nc2cccc(CP(=O)(c3ccccc3)c3ccccc3)c2)cc1	-7	-15	2	2	/	8	-0.5	-23	7
COc1cccc(/C=N/NC(=O)c2cc3c(OC)cccc3[nH]2)c1O	-7	3	1	-19	-2	92*	0.2	-13	-3
COc1ccc(NC(=O)COC(=O)c2cc(OC)c(OC)c(OC)c2)c([N+](=O)[O-])c1	-5	-17	1	-2	/	-23	2.4	5	0
COc1cccc(OCC(O)CN2CCC(C)CC2)c1 (stereo not given)	3	-3	6	-9	-2	22	-0.3	8	0
CS(=O)(=O)N1CCCC(C(=O)N2CCc3ccccc3C2)C1 (stereo not given)	-6	6	0	-1	-2	-10	1.1	-16	-5
CN(C)CCCNC(=O)/C(=C\C=C\c1ccccc1)NC(=O)c1ccc([N+](=O)[O-])cc1	-11	22	-3	24	/	-2	0.4	-2	0
Cc1cc2ccccc2n2c(SCC(=O)N3CCc4ccccc4C3)nnc12	5	1	0	-11	2	-10	1.7	-14	-2
Cc1ccc2nc(-c3cccc(NS(C)(=O)=O)c3)cc(-c3ccccc3)c2c1	-11	-20	14	-8	0	85*	0.7	-1	3
Cc1cc(C(=O)NCCN2C(=O)S/C(=C\c3cccs3)C2=O)ccc1[N+](=O)[O-]	-8	-5	0	-14	-7	13	0.4	-15	2
CCS(=O)(=O)N1CCC(C(=O)N2CCc3ccccc3C2)CC1	8	-9	1	-5	2	23	-1.0	-8	-2
COc1ccc(C2CC(c3cccs3)=NN2C(=O)CSc2nc3ccccc3s2)cc1 (stereo not given)	-15	11	6	13	2	16	0.0	-7	-3
SMILES	NCF1 inh	NPY2 pot ag	BaF3 parental	NPY-Y1 PAM-ag	NPY Y1 blocker	CHOP inh	S1P4 agonist	S1P4 antag	Ba/F3 V617F tox
CCOC(=O)Cc1csc(NC(=O)CSc2nnc(-n3nc(C)cc3C)c3ccccc23)n1	3	16	-1	13	-5	16	0.1	-8	-7
Cc1ccc(Nc2nnc(SCC(=O)Nc3cccc(S(=O)(=O)NC4=NCCCCC4)c3)s2)cc1	-19	4	6	13	-5	36	-0.3	-1	-1
CSc1ccc(C(=O)C2CCCN(C(=O)c3ccc4c(c3)no[n+]4[O-])C2)cc1 (stereo not given)	0	-20	2	-19	/	22	0.0	0	-1
CCOC(=O)c1[nH]c2cc3c(cc2c1NC(=O)CN1CCCCC1C)OCO3 (stereo not given)	/	10	10	15	-10	/	1.4	5	1
CC(C)(C)Cc1nnc(NC(=O)Cc2ccc([N+](=O)[O-])cc2)s1	-17	-1	5	13	5	38	0.0	-15	2
O=P(Cc1ccncc1)(c1ccccc1)c1ccccc1	-3	-10	0	-15	-1	14	-3.1	4	-4
CSc1ccccc1NC(=O)COC(=O)c1ccccc1Cc1ccccc1	-9	17	4	11	6	47	1.1	-12	-2
O=C(CNC1CCCCC1)Nc1cc(S(=O)(=O)N2CCOCC2)ccc1Cl	-7	-7	11	-22	1	-3	1.7	-6	5
COc1ccc(S(=O)(=O)N2Cc3ccccc3CC2C(=O)Nc2nccs2)cc1 (stereo not given)	-45	6	11	-1	-5	32	0.0	-3	1
O=C(NCc1cccnc1)C(=O)Nc1nccs1	-6	1	8	11	6	2	2.4	-1	2
Cc1ccc(Oc2ccccc2/C=N/O)cc1	-12	-17	2	-2	0	37	0.3	-5	-5
Cc1ccc(NC(=S)NCCSc2ccc(Cl)cc2)c(C)c1	0	-13	-1	-9	6	58	-1.4	-2	-6
COc1ccc(NC(=O)CCCC(=O)OCC(F)(F)C(F)F)cc1	/	-4	-2	-3	-4	/	2.9	-6	-1
N#Cc1c[nH]n2c(=O)cc(Cc3ccccc3)nc12	15	13	1	-3	5	61	0.8	0	1
O=C(/C=C/c1ccc(S(=O)(=O)N2CCOCC2)cc1)NC(=S)Nc1ccc(Cl)cc1Cl	-27	4	-3	5	-2	-9	-2.3	-4	-5
CCCNC(=O)Nc1cc(S(=O)(=O)CC)ccc1O	-9	-8	-3	21	/	4	0.7	-11	5
CC(C)OC(=O)C1C(=O)CC(C)(O)C(C(=O)OC(C)C)C1c1ccc([N+](=O)[O-])cc1 (stereo not given)	8	-2	9	-16	12	-6	1.6	-16	4
C=CCSc1nnc(-c2cc3c(C(F)(F)F)nn(C)c3s2)n1C	-26	-20	2	-10	11	23	-1.4	2	-2
O=C(/C(=C(\[O-])c1ccccc1)[n+]1ccc2ccccc2c1)c1ccc([N+](=O)[O-])cc1	8	11	0	2	16	0	-0.7	-9	3
O=C(COc1ccc(Cl)cc1Cl)NCCCCc1ccccc1	-9	-25	-3	-55	20	85*	-2.0	9	-4
Cc1ccccc1NC(=O)CSc1nc(N)c(C#N)c(-c2cccs2)c1C#N	-10	-25	1	-27	0	105*	-3.2	-46	3
CC(NC(=O)c1nn(C)c(=O)c2ccccc12)c1ccc(F)cc1 (stereo not given)	3	-7	5	-2	12	-5	0.3	-8	-2
COc1ccc(CNC(=O)C(C)Cc2ccccc2)cc1O (stereo not given)	-3	-11	8	11	0	-2	1.6	11	0
O=c1c2cn[nH]c2nc(SCc2c(F)cccc2F)n1-c1ccc(Cl)cc1	-12	13	2	5	-4	66	1.5	-2	4
COc1ccc(N2C(=O)CS(=O)C(c3ccccc3)C2=O)cc1 (stereo not given)	3	1	7	1	-2	-4	-2.0	-11	3

Part of the list above, bar-delimited:
SMILES | NCF1 inh | NPY2 pot ag | BaF3 parental | NPY-Y1 PAM-ag | NPY Y1 blocker | CHOP inh | S1P4 agonist | S1P4 antag | Ba/F3 V617F tox
CCOC(=O)Cc1csc(NC(=O)CSc2nnc(-n3nc(C)cc3C)c3ccccc23)n1 | 3 | 16 | -1 | 13 | -5 | 16 | 0.1 | -8 | -7
Cc1cc(C)n2nc(CC#N)c(C#N)c2n1 | -8 | 17 | 6 | 2 | 3 | 64 | 0.5 | -15 | -2
O=C(c1cccnc1)N1CCN(c2c(Cl)cccc2[N+](=O)[O-])CC1 | -13 | -20 | 0 | -11 | 11 | 1 | 0.7 | -1 | -2
Cc1cc2ccccc2n2c(SCC(=O)N3CCc4ccccc4C3)nnc12 | 5 | 1 | 0 | -11 | 2 | -10 | 1.7 | -14 | -2

High-throughput results (PubChem)
